Screens: PubChem, Fisher Drug Discovery Resource Center
NPYLR7 agonist = mosquito NPYLR7 agonism | HEK293T NPYLR7/Galpha15, GCaMP6s calcium fluorescence | activation, % at 10 µM | 0.15% of 270,000 active | AID 1259423; in the data active = activation above about 40%;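 also: 0% = vehicle and 100% = reference agonist at the receptor; some compounds past the cut are filed as inactive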
hcGAS lum = human cGAS inhibition | recombinant h-cGAS, ATP depletion, Kinase-Glo luminescence | inhibition, % at 12.5 µM | 0.081% of 290,000 active | AID 1259398;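 also: 0% = vehicle reaction and 100% = reaction without DNA for no activity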
Target sequence (Q8N884 whole entry, looked up): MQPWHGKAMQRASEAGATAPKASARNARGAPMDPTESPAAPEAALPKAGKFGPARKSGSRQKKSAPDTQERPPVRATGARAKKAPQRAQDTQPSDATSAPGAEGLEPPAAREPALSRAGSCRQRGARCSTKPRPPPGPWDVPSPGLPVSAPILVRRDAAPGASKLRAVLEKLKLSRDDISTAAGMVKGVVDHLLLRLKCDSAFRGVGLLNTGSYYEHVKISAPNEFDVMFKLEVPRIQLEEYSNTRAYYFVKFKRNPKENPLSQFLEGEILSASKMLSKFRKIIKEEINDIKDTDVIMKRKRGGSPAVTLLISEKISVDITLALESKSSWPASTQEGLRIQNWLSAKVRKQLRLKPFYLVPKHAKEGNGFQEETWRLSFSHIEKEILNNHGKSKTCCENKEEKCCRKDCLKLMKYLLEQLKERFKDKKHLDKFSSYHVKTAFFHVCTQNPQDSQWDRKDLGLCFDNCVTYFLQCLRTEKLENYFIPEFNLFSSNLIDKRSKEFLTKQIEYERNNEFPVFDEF
mcGAS inh = inhibitors of mouse cGAS | recombinant cGAS, Kinase-Glo ATP depletion luminescence | inhibition, % at 12.5 µM | 0.15% of 160,000 active | AID 1259399;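 also: 0% = negative control wells and 100% = reference inhibitor with no enzyme activity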
* = called active by the depositor; nt = no result given; & = joins results of further samples. Rule as the data show it, unless noted: active = inhibition above about 40%; inactive = the rest.

structure,NPYLR7 agonist,hcGAS lum,mcGAS inh
Cc1ccc(CN(Cc2ccc(F)cc2)C(=O)CN(CC2CCCO2)S(=O)(=O)c2ccccc2)s1 (centres undefined),10,-1,-4
O=C(NCCN1CCOCC1)c1cccc(Nc2c(Oc3ccc4c(c3)OCO4)cnn(-c3ccc(Cl)c(Cl)c3)c2=O)c1,15,-1,-3
CC1=CC[C@@H]2CN(C(=O)C3CCN(C(=O)c4ccccn4)CC3)C[C@@H]2C1,2,-2,-8
CCOC(=O)c1sc(NC(=O)CSc2nnc(C)s2)c(C(=O)OCC)c1C,-4,-4,61*
Cc1cccc(NC(=O)N2CCc3ccccc3C2c2ccc(F)cc2)c1 (centres undefined),17,-5,-8
CCC(C)c1ccc(S(=O)(=O)NCc2ccc(F)cc2)cc1 (centres undefined),0,1,-2
CCn1c(=NC(=O)c2ccc3ncsc3c2)sc2cc(C)ccc21,-6,-1,0
CCn1nc(C)c(NC(=O)CN2CCCC2c2cc(C(C)C)on2)c1C (centres undefined),16,-7,nt
CC(C)Nc1nc(Cc2ccccc2)nc2cc(Cl)ccc12,13,-1,-6
Cc1oc(-c2cccc(C(F)(F)F)c2)nc1CN(C)Cc1nncn1C,1,-10,-12
O=C(/C=C/c1ccccc1)NC1CCN(c2ccccc2C(=O)NCc2ccc(F)cc2)CC1,17,-7,-5
CC(C)CCNc1cc(C(C)C)nc2c(-c3ccccc3)cnn12,-1,2,-1
O=C(O)c1cn([C@H]2CCC[C@@H]2O)nn1,18&4,-4&-6,nt
COc1ccc(Br)c(C(=O)Nc2cc(C(=O)N3CCOCC3)ccc2N2CC3CC(C2)c2cccc(=O)n2C3)c1 (centres undefined),-4,-4,nt
O=C(O)c1ccc(C(=O)O)c2c1C(=O)c1ccccc1C2=O,1,0,-2
CN=c1sc(C(=O)NC)c(C)n1C,4,-2,-6
CCOCCCn1c(SCc2ccccc2CS(=O)(=O)c2ccccc2)nc2cc(C(=O)OCC)ccc21,-2,-2,-4
Nc1ccccc1P(=O)(c1ccccc1)c1ccccc1,2,-7,nt
CCOC(=O)N1c2cccc3c2[C@@H](C[C@H]1C(=O)NC)CN(Cc1ccc(OC)cc1)C3=O,-2,-4,-8
CC(=O)Oc1cccc(N2C(=O)C3CC=C(C)CC3C2=O)c1 (centres undefined),-3,18,-2
CN1CCC(CN2CCN(C(=O)CN(C)Cc3ccccc3)CC2)CC1,6,-3,-2
CC(C)Sc1nc(N2CCCC2)c2cnn(CCNC(=O)c3ccc(F)c(F)c3)c2n1,4,3,-8
O=C(Cn1cnc2ccccc21)NCc1ccco1,2,-8,-6
CC(=NN1CCN(c2ccccc2)CC1)c1ccc(-c2ccccc2)cc1,-1,-3,-7
Cc1ccc(Cn2c(=O)c3c(nc4n3CCN4c3ccc(C)c(C)c3)n(C)c2=O)cc1,-5,2,nt

Ordered by count of non-hydrogen atoms (high to low): three of the compounds above
structure,NPYLR7 agonist,hcGAS lum,mcGAS inh
CCOC(=O)c1sc(NC(=O)CSc2nnc(C)s2)c(C(=O)OCC)c1C,-4,-4,61*
CC(C)CCNc1cc(C(C)C)nc2c(-c3ccccc3)cnn12,-1,2,-1
O=C(Cn1cnc2ccccc21)NCc1ccco1,2,-8,-6

The list goes on:
structure,NPYLR7 agonist,hcGAS lum,mcGAS inh
Cc1ccccc1C(C)NC(=O)c1c(C)oc(-n2cccc2)c1C#N (centres undefined),8,-4,-6
CC(C)(C)n1nc(C(=O)Nc2nc(C3CC3)cs2)cc1C1CC1,2,-8,nt
CCOP(=O)(Cc1ccc(NC(=O)C(C)(c2ccccc2)c2ccccc2)cc1)OCC,-4,-3,-3
CC(C)(C)c1cc2nc(-c3ccccc3)cc(C(=O)N3CCN(c4cccc(Cl)c4)CC3)n2n1,4&17,-12&-7,-8&-6
CC(=O)c1c(C)[nH]c(C(=O)C(C#N)=Cc2cccn2C)c1C,1,-7,-4
Cc1cccc2[nH]c(CCN(C)C(=O)c3cccc(C4CCNC4)c3)nc12 (centres undefined),0,-2,-10
COCCN1C(=O)COCc2ccc(-c3cccc(O)c3)cc21,10,-7,nt
CCC1COCCN1C(=O)NCc1nccn1CCc1ccccc1 (centres undefined),5,-11,nt
COc1cc2c(cc1O)C(c1cnc(-c3cccc(C)c3)nc1)CC(=O)N2 (centres undefined),9,-7,nt
O=C(NCc1cccs1)c1nnn(-c2ccccc2)c1CSc1ncccn1,1,0,0
Cc1nc(Nc2ccc(NC(=O)Nc3ccc(Cl)cc3)cc2)cc(OC(C)C)n1,-6,7,nt
COc1ccc(-c2nc3scc(CCNC(=O)c4ccc(C(C)(C)C)cc4)n3n2)cc1,4,-8,-9
O=C(CC12CC3CC(CC(C3)C1)C2)NNC(=O)C1CC1,0,-5,nt
Cc1ncccc1Oc1ncnc(N2CCC3(CCCO3)CC2)c1C,5,-7,nt
O=C(Nc1ccc(Oc2ccccc2F)cc1)C1CCN(CC2CCOC2)CC1 (centres undefined),-2&7,3&-4,nt
COc1ccc(N2C=C[C@H](c3ccccc3)[C@@H](C(=O)c3ccccc3)S2(=O)=O)cc1,12,3,nt
Cc1cc2c(n1-c1cccc(C(F)(F)F)c1)CCCC2=O,2,-9,nt
COc1ccc(CCNC(=O)c2c(-c3ccccc3Cl)noc2C)cc1,0,-3,nt
Cc1ccc(Cl)c(C(=O)Nc2ccc(CCNC(=O)NC(C)C)cc2)c1F,-1,-6,-4
O=C(CCCCl)Nc1nc(-c2ccc(F)cc2)cs1,1,-4,-2
Cc1ccccc1OCc1nc(CNC2CC2)cs1,20,2,nt
CC1(C(=O)NS(=O)(=O)c2cccc(C#N)c2)CCN1C(=O)C1CCCCC1 (centres undefined),7,-4,nt
Nc1ncnc2c1ncn2C1CCCC1,10,-2,-3
Clc1cncc(Oc2ccc3c(C4CC4)noc3n2)c1,0,-4,-8
CN(C)CCC1CCCCN1Cc1ccc(F)c(C(F)(F)F)c1 (centres undefined),-5,3,nt
CC(C)c1ccc(-c2cc(C(=O)NCc3cccs3)c3ccccc3n2)cc1,23,-7,-6
COc1ccccc1CNC(=O)C1(C)CCN1C(=O)c1sccc1C (centres undefined),15,-10,-5
O=C(OC1OCCOC1OC(=O)c1ccccc1F)c1ccccc1F (centres undefined),8,-2,nt
Cn1c(=O)cc(C(=O)N2CCNC(C(=O)O)C2)c2ccccc21 (centres undefined),nt,1,-2
CC(C)N(C(=O)Cn1c(=O)n(CCc2ccccc2)c(=O)c2ncccc21)C(C)C,-3,3,nt
CCOC1CC(NC(=O)CN2CCCNC2=O)C12CCCCC2 (centres undefined),11,-5,nt
COc1ccc(C(=O)N2CCC3(CC2)SCCN3C(=O)c2ccccc2Cl)cc1,nt,4,-1
O=C(O)c1ccccc1C(=O)N1Cc2[nH]cnc2C[C@H]1c1nc(-c2ccncc2)no1,5,-3,-8
Cc1ccccc1C1=NOC(CNCc2ccccc2Cl)C1 (centres undefined),-3,2,0
COc1cc(OC)cc(N2CCN(Cc3ccccc3C)C(C)C2=O)c1 (centres undefined),-1,0,nt
CCc1nc(C)sc1CNC(C)Cn1cncn1 (centres undefined),-1,-2,nt
Cc1cn2c3c(=O)n(CCCO)c(=O)n(C)c3nc2n1-c1ccccc1F,-9,1,nt
O=C(OCc1ccc(Cl)cc1)c1cc([N+](=O)[O-])cc([N+](=O)[O-])c1,4,3,nt
COc1cc(-c2cnnc(NCCC3=CC[C@H]4C[C@@H]3C4(C)C)n2)cc(OC)c1OC,15,-9,-9
O=C(NC1CC1)C1CCN(C2CCN(Cc3cc4c(cc3Cl)OCO4)CC2)CC1,2,-8,-3
Cn1c(=O)c2c(nc(N3CCNCC3)n2Cc2ccccc2Cl)n(C)c1=O,1,-6,-9
O=S(=O)(Cc1ccccc1)N1CCN(CC(OCc2ccc(C(F)(F)F)cc2)c2ccc(Cl)cc2)CC1 (centres undefined),nt,2,0
COc1ccc(N2CCN(C(=O)c3ccc(Cl)cc3)C(C)C2=O)cc1 (centres undefined),14,-6,-5
CCS(=O)(=O)c1ccc(C(=O)N(Cc2ccccn2)c2nc3ccc(F)cc3s2)cc1,0,-3,-8
CCC(CC)CC(=O)NC1C=CS(=O)(=O)C1 (centres undefined),2,-8,-13
O=C1CC(c2cccc3[nH]ccc23)c2c(n[nH]c2C2CCC2)N1 (centres undefined),3,-9,nt
Cc1nnc(SCCC(=O)N2CCN3CCNC(=O)C3C2)s1 (centres undefined),-5,-3,nt
O=c1ccc(-c2ccc(Cl)cc2)nn1Cc1ccccc1F,9,0,nt
CCN(CC)C(=O)c1sc(NC(=O)c2ccoc2C)c(C#N)c1C,-3,-5,-6
CCN(C(=O)Nc1cccc(Cl)c1Cl)C(C)c1nc2ccccc2c(=O)n1-c1ccc(C)cc1C (centres undefined),21,-8,-6

Other structures follow:
structure,NPYLR7 agonist,hcGAS lum,mcGAS inh
COCCNC(=O)c1ccc(OC2CCN(C(=O)C3CCCO3)CC2)c(Cl)c1 (centres undefined),5,-7,nt
O=C(CSc1nnc2[nH]c(=O)cc(-c3ccccc3)n12)N1CCCCC1,-5,-5,-7
O=C(CC(c1ccc(O)cc1)c1ccccc1O)NC1CCCCCC1 (centres undefined),8,-4,nt
COc1ccc(-c2csc(=Nc3cc(OC)cc(OC)c3)n2NC(=O)CNc2ncc(C(F)(F)F)cc2Cl)cc1,1,-5,-5
CCOc1ccc(-c2nc(COC(=O)c3nnn(-c4ccc(F)cc4)c3C)c(C)o2)cc1,0,-6,-7
Cc1csc(NC(=O)CSc2nc(=O)n(CCCN3CCOCC3)c3c2CCC3)n1,-1,-7,-9
CC1(C(=O)Nc2ccc(F)cc2F)CCN1C(=O)C1CCCCC1 (centres undefined),3,-7,nt
Cc1ccc(NC(=O)Cc2csc(NC(=O)CN(C(=O)c3ccc(C)cc3)C(C)C)n2)cc1,12,-3,-6
CN(C(=O)c1ccc(F)nc1)C1CCCCCCC1,8,-9,nt
COc1ccc(C(CNc2cnc3ccccc3n2)N(C)C)cc1 (centres undefined),5,-7,-6
O=[N+]([O-])c1cccnc1Sc1nc2ccc(Cl)cc2[nH]1,6,0,nt
CCNC(=O)CSc1nnc(-c2cccnc2)n1C1CCCCC1C (centres undefined),-7,-2,nt
O=c1cc(-c2ccccc2)ncn1Cc1cccc(Cl)c1,-13,-5,-9
CC(=O)N1CCN(c2cc3c(cc2F)c(=O)c(C(=O)Nc2cccc(C)c2)cn3C2CC2)CC1,19,-10,-9
CCc1ccc(NC(=O)c2oc3ccccc3c2COC)cc1,-3,-3,-8
O=C(Nc1c(C(=O)N2CCOCC2)oc2ccccc12)c1ccccc1Cl,-10,2,-3
Cc1ccccc1N=Nc1c(O)n(C)c2ccccc12,5,-5,-3
COc1cccc(Oc2cc(N3CCN(Cc4ccccc4)CC3)ncn2)c1,nt,-6,-5
C=CCNc1nc(N)c([N+](=O)[O-])c(Nc2ccc(C)cc2)n1,4,-4,nt
Cc1nn(C)cc1-c1ccnc(NC[C@@H]2CCCO2)n1,1,-7,nt
CCOC(=O)c1cnc2cc(C(F)(F)F)ccc2c1Nc1ccc(C#N)cc1,13,-5,-7
COc1ccc2ccccc2c1-c1nc2ccccc2c(=O)n1Cc1ccc(F)cc1,4,1,-3
CC(C)(C)OC(=O)Cn1cnc2sc3c(c2c1=O)CCCC3,3,-10,nt
O=C(C=Cc1nc2ccccc2s1)OCn1nnc2ccccc2c1=O,0,-5,-5
Cc1ccc(N2C(=O)NC(c3ccccc3)(C(F)(F)F)C2=O)nc1 (centres undefined),-1,-4,-6

One compound at a time (already shown). Values in the order: NPYLR7 agonist | hcGAS lum | mcGAS inh
C=CCNc1nc(N)c([N+](=O)[O-])c(Nc2ccc(C)cc2)n1 as listed: 4 | -4 | nt
CC(=O)N1CCN(c2cc3c(cc2F)c(=O)c(C(=O)Nc2cccc(C)c2)cn3C2CC2)CC1 as listed: 19 | -10 | -9
CCOC(=O)c1cnc2cc(C(F)(F)F)ccc2c1Nc1ccc(C#N)cc1 as listed: 13 | -5 | -7
O=C(Nc1c(C(=O)N2CCOCC2)oc2ccccc12)c1ccccc1Cl as listed: -10 | 2 | -3
Cc1csc(NC(=O)CSc2nc(=O)n(CCCN3CCOCC3)c3c2CCC3)n1 as listed: -1 | -7 | -9

(next part)
structure,NPYLR7 agonist,hcGAS lum,mcGAS inh
O=S(=O)(Nc1ncccn1)c1ccc(NC(=S)Nc2ccc(Cl)c(Cl)c2)cc1,17,-17,nt
CCOC(=O)CCCC(=O)N1CCc2ccccc2C1c1ccc(Cl)cc1 (centres undefined),16,-5,-8
CC(=O)C(C)n1c(N2CCOCC2)nc2c1c(=O)n(C)c(=O)n2C (centres undefined),-1,6,-1
O=C(CS(=O)(=O)Cc1ccccc1F)NC1CCCC1,-3,-3,nt
COC(=O)c1sc(=S)n(-c2ccc(F)cc2F)c1N,0,-3,nt
CCCCN(Cc1cccn1Cc1ccc(Br)cc1)C(=O)CN(CCOC)C(=O)C(CC)c1ccccc1 (centres undefined),14,0,-4
COc1ccc2[nH]c3c(c2c1)CCN(C(=O)c1ccc(OC(F)(F)F)cc1)C3c1ccc(COC(C)=O)o1 (centres undefined),12,-3,-6
CCOc1cccc(-c2ccc(N3CCN(C(=O)c4ccco4)CC3)nc2)c1,1,-6,nt
